High-throughput results as filed in PubChem.
Insulin prom inh: TRM-6 insulin promoter activity inhibition; TRM-6 cells (human fetal islet line), insulin promoter-eGFP reporter, imaging; reporter expression induced with tamoxifen; inhibition, % at 2 µM; hit rate 0.9% among 130,000; AID 1273;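 active = inhibition above the mean plus 3 SD, with well images judged a real hit on visual review, cut at about 60% in these data, passing the limit was not always enough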
SDO1 yeast rescue: compounds rescuing growth of sdo1-depleted yeast, bone marrow failure model | z-score at 10 µM | S. cerevisiae sdo1-depleted JHY4D growth rescue, OD600 30 h; active compounds read high; pdr5 snq2 efflux-pump mutant strain | hit rate 0.21% among 140,000;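 active = z-score above 3 at both the 24 hr and the 30 hr optical density reads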;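 note: z-score against mean and SD of all compound wells on the same plate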
SDO1 yeast rescue Rescue 24 h: also measured in SDO1 yeast rescue; calls as there; z-score; S. cerevisiae sdo1-depleted JHY4D growth rescue, OD600; measured here: growth rescue at 24 h;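 0 is the plate mean of compound wells and units are plate SD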
* hit, by the source's call; . = not tested or not shown.

SMILES	Insulin prom inh	SDO1 yeast rescue	SDO1 yeast rescue Rescue 24 h
O=C(O)c1cccc(C(=O)Nc2cccc(NC(=O)C3CCCO3)c2)c1 (configuration not stated)	22	1.6	1.3
O=C(CN(CC1CCCO1)C(=O)CNS(=O)(=O)c1ccccc1)NCc1ccccc1 (configuration not stated)	-29	-0.22	-0.46
O=S(=O)(c1cccc(-c2nnc(SCc3nc4ccccc4s3)o2)c1)N1CCOCC1	-71	-0.36	-0.15
Cn1c(=O)[nH]c(=O)c2c1nc(N1CCN(Cc3ccccc3)CC1)n2CCCc1ccccc1	-28	-0.8	-0.81
CCC1(C)Cc2c(sc3c2c(=O)n(C)c2nnc(SCC(=O)c4ccc(Cl)cc4)n32)CO1 (configuration not stated)	-21	.	.
COCCNc1nnnc2c1sc1nc(N3CCOCC3)c3c(c12)CCCC3	26	.	.
Cc1cccc(C(=O)NC(=S)NCc2cccnc2)c1	-16	-0.31	-0.61
O=C(O)CCCCCNC(=O)c1ccccc1	-7	-0.01	0.02
Cc1ccc(C(=O)Nc2nc3ccccc3n2CCN2CCCC2)cc1	.	2.3	2.9
CC(=O)NC1CC2CCCC(C1)N2C(=O)Nc1ccccc1 (configuration not stated)	-44	-0.71	-0.82
Cc1noc(C)c1C(=O)N1CCCC1	-4	0.77	-0.27
Cc1ccc(C(=S)N2CCN(Cc3ccccc3)CC2)cc1	15	.	.
CC(C)C(c1nnnn1Cc1ccc(F)cc1)N1CCN(C2CCCCC2)CC1 (configuration not stated)	-36	0.7	0.73
Clc1ccc(CSc2ccc(-c3cccnc3)nn2)cc1	8	.	.
O=[N+]([O-])c1cccc(/C=N/n2c(C3CCCCC3)n[nH]c2=S)c1	-74	-1.5	-0.89
O=c1c2cccc3c2c(nn1-c1ccccc1)-c1ccccc1-3	13	-1.1	0.23
CN1OC(Cn2cc(C#N)c(=O)n(C)c2=O)CC1c1ccccc1 (configuration not stated)	-11	.	.
COc1ccc(/C=C(\NC(=O)c2ccc(OC)cc2)C(=O)NC(CCSC)C(=O)O)cc1 (configuration not stated)	29	1	0.97
NS(=O)(=O)c1ccc(Oc2ccc(S(N)(=O)=O)cc2)cc1	-39	.	.
Cc1cc(C)cc(N(CC(=O)NCc2cccnc2)S(C)(=O)=O)c1	-30	-1.3	-1.4
CC(=O)Nc1nonc1-c1nc2ccccc2n1CCC#N	-70	0.49	-0.24
NC(=O)NC(Cc1ccccc1)C(=O)Nc1ccc(S(N)(=O)=O)cc1 (configuration not stated)	24	0.05	-0.51
CCN(CC#CCC(O)(c1ccccc1)C1CCCC1)C(C)C (configuration not stated)	-55	0.82	0.7
CCNc1nc2[nH]c(=O)c3c(c2s1)OC(N)=C(C#N)C3c1ccc(C)cc1 (configuration not stated)	-14	1.2	0.11
N#CC1=C(N)Oc2cc(N)ccc2C1c1ccsc1 (configuration not stated)	14	0.14	0.05
O=[N+]([O-])c1cc2c(c(CSc3ncccn3)c1)OCOC2	-9	.	.
c1ccc2c(c1)ncn2CCn1cnc2ccccc21	13	-0.01	-0.54
O=c1n(-c2ccccc2)c(=O)n(Cc2ccccn2)n1Cc1ccccn1	5	0.78	0.02
Cc1nn(-c2ccccc2)c(C)c1/C=N/n1c(-c2ccc(Cl)cc2)n[nH]c1=S	0	-1.1	-0.79
CCCOc1ccc(N2C(=O)CC(N(C(=O)c3ccco3)c3ccc(OCCC)cc3)C2=O)cc1 (configuration not stated)	-3	0.11	0.1
CCn1c(=O)cc(SCC(=O)NCc2ccccn2)c2ccccc21	.	-0.7	-0.64
Cc1csc(SCC(=O)O)n1	-62	0.37	-0.04
CCOC(=O)c1nccnc1C(=O)Nc1cccc(C(F)(F)F)c1	-29	.	.
Cc1nc2ccccc2c(=O)n1NC(=O)Cc1ccccc1	57	.	.
Oc1ccc2ccccc2c1N=Nc1ccccn1	43	-0.17	2.4
CCCSc1nc(N2CCCC2)c2c(c1C#N)CC(C)(C)OC2	43	-1.6	-1.4
COc1cc(C(=O)Nc2ccc(S(=O)(=O)Nc3onc(C)c3C)cc2)cc(OC)c1OC	.	-1.3	-1.3
CCOc1ccc(-c2[nH]nc3c2C(c2ccc4c(c2)OCO4)C(C#N)=C(N)O3)cc1OC (configuration not stated)	-28	0.52	0.65
O=CNNC(=O)c1cccc([N+](=O)[O-])c1	27	0.01	-0.42
CC(=O)Nc1ccc(-c2nnn(CC(=O)c3ccccc3)n2)cc1Cl	.	0.13	-0.05
CN(C)c1ccc(NC(=O)Cn2cc3c(n2)CCCC3)cc1	29	0.09	0.42
Cc1csc(NC(=O)CSc2nc3[nH]ncc3c(=O)[nH]2)n1	-64	.	.
Cc1cccc(NC(=O)c2snc3c(=O)[nH]cnc23)c1	21	0.24	0.24
Fc1ccc(OCc2nc(-c3ccc(Br)o3)no2)c(F)c1	.	0.82	0.88
CCC(=O)N1CCc2cc(S(=O)(=O)NC(C(=O)NCc3ccc(F)cc3)C(C)C)ccc21 (configuration not stated)	.	-0.1	-0.08

Two compounds from above, reduced to Insulin prom inh:
Structure,Insulin prom inh
CN(C)c1ccc(NC(=O)Cn2cc3c(n2)CCCC3)cc1,29
Cc1csc(NC(=O)CSc2nc3[nH]ncc3c(=O)[nH]2)n1,-64

Next entries:
SMILES	Insulin prom inh	SDO1 yeast rescue	SDO1 yeast rescue Rescue 24 h
N#Cc1nc(COc2ccccc2)oc1N1CCOCC1	-19	0.98	0.27
CCC(Sc1nc2ccccc2[nH]1)C(=O)Nc1cc(C)on1 (configuration not stated)	-11	0.06	-0.29
COc1ccccc1-c1nn2c(C(F)(F)F)nnc2s1	.	-0.57	-1.3
COc1cccc(NC(=O)N2CCN(C(=O)C(Cc3ccc(OC)c(OC)c3)NC(C)=O)CC2)c1 (configuration not stated)	28	0.12	-0.12
O=C(NCCc1ccccc1)C1CCN(C2CCN(Cc3ccc(CO)o3)CC2)CC1	67	.	.
Cc1cc(=O)[nH]c(SCc2nc3ccccc3s2)n1	.	1.3	1.1
COc1ccc(/C=C/C(=O)NCCNC(=O)c2ccccc2)cc1OC	-8	.	.
O=C(Nc1cccc(Cl)c1)C1=Cc2cc(Cl)ccc2OC1	-14	-0.4	-0.51
Cn1c(Cc2c[nH]c3ccccc23)n[nH]c1=S	4	0.02	-0.57
Cc1ccc(CN2C(=O)CCC2C(=O)N2CCN(c3ccccc3)CC2)cc1 (configuration not stated)	4	.	.
Nn1c(SCC(=O)Nc2ccc(F)cc2)nnc1-c1cccnc1	0	0.86	0.05
O=S(=O)(NCCc1ccccc1)c1cccc(S(=O)(=O)N2CCOCC2)c1	-21	-0.9	-1.1
O=C(Nc1nccs1)c1cc(-c2ccco2)nc2ccccc12	15	-1.1	-0.05
Cc1ccc(NC2Sc3ccccc3NC2=O)cc1 (configuration not stated)	9	.	.
CCOC(=O)C1=C(C)NC(=O)C1CC(=O)Nc1ccccc1 (configuration not stated)	6	2.3	1.5
Cc1ccccc1-c1cc(C(=O)Nc2sc(C(=O)OC(C)C)c(C)c2C#N)c2ccccc2n1	0	-0.66	-1.2
O=C(CN1C(=O)NC2(CCc3ccccc32)C1=O)Nc1ccc(N2CCOCC2)cc1 (configuration not stated)	22	-0.96	-0.04
CCOc1ccc(NC(=O)NC2CC(=O)N(c3ccc(OC)cc3)C2)cc1 (configuration not stated)	17	.	.
Cc1ccc(OCC(=O)N2CCc3ccccc32)c([N+](=O)[O-])n1	27	.	.
O=C(COC(=O)CNS(=O)(=O)/C=C/c1ccccc1)NC1CCS(=O)(=O)C1 (configuration not stated)	.	1	0.57
CCCc1[nH]nc2c1C(c1cc(OC)ccc1F)C(C#N)=C(N)O2 (configuration not stated)	-6	-0.61	-0.83
O=S(=O)(Cc1ccccc1Cl)NCCOc1ccccc1	0	0.04	-0.38
Cc1ccc(C(=O)Nc2ccc(C(=O)N/N=C/c3c[nH]c4ccccc34)cc2)cc1	17	0.68	0.63
COc1ccccc1C(=O)Nc1ccccc1C(=O)N1C(C)CCCC1C (configuration not stated)	19	.	.
CCc1cc(=O)oc2cc3occ(-c4ccc(OC)c(F)c4)c3cc12	-104	-0.01	-0.5
O=C(c1ccco1)N1CCN(C(=O)c2cc(-c3ccccc3)nc3ccccc23)CC1	26	1.2	1.6
CC(C)CC(C(=O)Nc1ccc2c(c1)OCCO2)N1C(=O)c2ccccc2C1=O (configuration not stated)	-33	-0.2	-0.56
Clc1ccc2nnnc(-c3ccccc3)c2c1	30	-2.3	-1.2
CCOCCc1nnc(NC(=O)COC)s1	-32	0.28	0.04
O=C(COC(=O)/C=C/c1ccccc1Cl)NCc1ccccc1	-25	-0.67	-0.28
COC(=O)c1cc(-c2c(C)oc3cc(OC(C)C)ccc3c2=O)c(C)o1	-41	-0.54	-0.9
CCOCCCNc1ccc(N2C(=O)C3CCCCC3C2=O)cc1[N+](=O)[O-] (configuration not stated)	21	.	.
CCCCCC(=O)NC(=S)Nc1ccc(NC(=O)c2ccco2)cc1	12	0.11	2.3
Cc1nc(NC(=O)/C=C/c2ccc(C(C)(C)C)cc2)sc1C(=O)N(C)C	38	0.03	0.48
CN1CCC(=NNC(=O)CN(c2cccc(Br)c2)S(C)(=O)=O)CC1	-50	.	.
O=C(CN1C(=O)CC(c2ccccc2)=Nc2ccccc21)NCc1ccco1	-52	-0.31	0.1
CS(=O)(=O)N(Cc1cc2ccccc2[nH]c1=O)C1CCCCC1	-67	-0.24	-0.86
CC(=O)Nc1sc(NC(=O)c2ccc(Cl)cc2)nc1-c1cccs1	.	-2.6	-1.6
COc1ccc(N2CC(O)(c3ccc(F)cc3)[N+]3=C2CCCC3)cc1 (configuration not stated)	8	.	.
O=C(O)CSC1CC(=O)N(c2ccc(Cl)cc2)C1=O (configuration not stated)	30	0.39	0.68
COc1cc(CNCCN2CCOCC2)ccc1OCc1ccc(Cl)cc1	-35	-0.22	-0.12
O=C(CN1CCCCC1)Nc1ccccc1-c1ccccc1	-11	0.09	-0.55
CC(=O)Nc1cccc(NC(=O)c2ccc([N+](=O)[O-])cc2Cl)c1	46	0.17	-0.8
COc1cc(C2CC(=O)Nc3cc(C)c(C)cc32)cc(OC)c1OC (configuration not stated)	-7	0.01	0.6
COc1ccc(CCNC(=O)c2c(O)c3c([nH]c2=O)CCCC3)cc1	14	0.87	2.2
COc1ccc2nc(NC(=O)[C@@H]3CCCN3C(=O)c3cccs3)sc2c1	-27	-0.72	-0.6
CCOC(=O)CSc1snnc1C	48	.	.
COc1ccc(N(C(=O)c2ccco2)S(=O)(=O)c2cc(OC)ccc2OC)cc1	0	-1.5	-1.7
O=C(c1ccc2c(=O)n(-c3ccccc3)c(=O)[nH]c2c1)N1CCN(c2ccc(F)cc2)CC1	.	-0.01	-0.68
CCOc1c(Br)cc(CNc2ccc3c(c2)OCCO3)cc1OC	-83	-1.1	-1.4
CCC(C(=O)NC1CCCCC1)n1c(SCc2cccc(F)c2)nc2ccncc21 (configuration not stated)	30	1.4	1.1
Cc1cc(C)n(-c2ccc(C(=O)Nc3cc(C(F)(F)F)ccc3N3CCOCC3)cc2)n1	-40	-0.9	-0.19
COc1cc(C(=O)OC2CCN(C)CC2)cc(OC)c1OC	.	0.39	0.73
Cc1cc(C(=O)N/N=C/c2c[nH]c3ccccc23)cs1	-20	0.54	-0.26
C=CCc1c(C)nc(SC)nc1Nc1ccc(C(=O)O)cc1	-105	0.89	0.29
CCOC(=O)c1ccc(NC(=O)CN2C(=O)CNC2=O)cc1	16	1.1	1.1
Cc1onc(-c2c(F)cccc2Cl)c1C(=O)OCC(=O)NC(N)=O	27	.	.
CNc1ccccc1C(C)(C)c1cc(-c2cc(C)cc(C)c2)no1	.	-0.84	-1
CCCCCC[n+]1c(-c2ccccc2)csc1Nc1ccccc1	.	-0.19	-0.47
Cn1c(NCc2ccco2)nc2c1c(=O)n(Cc1ccc(Cl)cc1)c(=O)n2C	3	-1.1	-0.65
Cc1ccc(Cn2cnc3ccccc32)cc1C	3	-1.8	-1.9
CCc1ccc(-n2nc3ccc(NC(=O)c4ccc5c(c4)OCO5)cc3n2)cc1	14	-0.06	1.8

Entries shown so far containing two or more sulfur atoms (11):
SMILES	Insulin prom inh	SDO1 yeast rescue	SDO1 yeast rescue Rescue 24 h
O=S(=O)(c1cccc(-c2nnc(SCc3nc4ccccc4s3)o2)c1)N1CCOCC1	-71	-0.36	-0.15
CCC1(C)Cc2c(sc3c2c(=O)n(C)c2nnc(SCC(=O)c4ccc(Cl)cc4)n32)CO1 (configuration not stated)	-21	.	.
NS(=O)(=O)c1ccc(Oc2ccc(S(N)(=O)=O)cc2)cc1	-39	.	.
Cc1csc(SCC(=O)O)n1	-62	0.37	-0.04
Cc1csc(NC(=O)CSc2nc3[nH]ncc3c(=O)[nH]2)n1	-64	.	.
Cc1cc(=O)[nH]c(SCc2nc3ccccc3s2)n1	.	1.3	1.1
O=S(=O)(NCCc1ccccc1)c1cccc(S(=O)(=O)N2CCOCC2)c1	-21	-0.9	-1.1
O=C(COC(=O)CNS(=O)(=O)/C=C/c1ccccc1)NC1CCS(=O)(=O)C1 (configuration not stated)	.	1	0.57
CC(=O)Nc1sc(NC(=O)c2ccc(Cl)cc2)nc1-c1cccs1	.	-2.6	-1.6
COc1ccc2nc(NC(=O)[C@@H]3CCCN3C(=O)c3cccs3)sc2c1	-27	-0.72	-0.6
CCOC(=O)CSc1snnc1C	48	.	.
